High-throughput results as filed in PubChem.
FLuc stim CS = affects firefly luciferase, flagging false hits in luciferase stimulation screens | P08659 | ATPlite luciferase biochemical, luminescence, 10 min; 0 = ATP-free wells, 1 = DMSO control | activation factor at 10 µM | 200,000 tested, under 10 active | AID 1027;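 active = luciferase activation factor, scaled between plate controls, of at least 2 with compound at 10 µM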
Target sequence (P08659 whole entry, looked up): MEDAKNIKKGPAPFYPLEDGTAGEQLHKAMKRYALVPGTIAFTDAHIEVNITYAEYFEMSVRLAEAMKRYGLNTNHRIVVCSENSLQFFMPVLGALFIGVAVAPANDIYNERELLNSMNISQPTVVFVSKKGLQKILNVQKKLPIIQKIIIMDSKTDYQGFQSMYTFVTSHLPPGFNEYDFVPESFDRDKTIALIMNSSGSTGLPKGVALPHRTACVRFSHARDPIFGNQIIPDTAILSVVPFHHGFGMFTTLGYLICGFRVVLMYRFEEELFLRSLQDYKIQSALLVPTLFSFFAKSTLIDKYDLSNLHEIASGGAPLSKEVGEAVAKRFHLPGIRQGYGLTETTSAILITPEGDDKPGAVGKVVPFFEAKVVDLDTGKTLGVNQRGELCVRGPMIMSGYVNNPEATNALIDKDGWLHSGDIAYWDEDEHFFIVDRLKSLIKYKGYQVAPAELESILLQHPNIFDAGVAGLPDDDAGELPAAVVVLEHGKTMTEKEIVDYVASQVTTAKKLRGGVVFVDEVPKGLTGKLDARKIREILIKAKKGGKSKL
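Material: luciferase plus luciferin reagent, cell-free. Medium: PBS buffer for ATP. Also added: ATP substrate, dispensed from a 10.24 µM working solution in PBS. Doses: test compounds dosed from 2 mM stocks in 100% DMSO. Incubation: 10 min post-reagent at room temperature. Technique: light output (luminescence). Read-out basis: luminescence gain marking luciferase activators.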
PMI act satM6P = PMI (human) activation, high substrate; P34949; coupled PMI enzyme assay, resazurin fluorescence, 20 min; hits give high values; 1 = untreated enzyme, 0 = substrate-free blank; activation factor at 20 µM; actives 0.34% (n = 190,000);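 active = activation factor of 2 or more at 20 µM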
Target sequence (P34949 whole entry, looked up): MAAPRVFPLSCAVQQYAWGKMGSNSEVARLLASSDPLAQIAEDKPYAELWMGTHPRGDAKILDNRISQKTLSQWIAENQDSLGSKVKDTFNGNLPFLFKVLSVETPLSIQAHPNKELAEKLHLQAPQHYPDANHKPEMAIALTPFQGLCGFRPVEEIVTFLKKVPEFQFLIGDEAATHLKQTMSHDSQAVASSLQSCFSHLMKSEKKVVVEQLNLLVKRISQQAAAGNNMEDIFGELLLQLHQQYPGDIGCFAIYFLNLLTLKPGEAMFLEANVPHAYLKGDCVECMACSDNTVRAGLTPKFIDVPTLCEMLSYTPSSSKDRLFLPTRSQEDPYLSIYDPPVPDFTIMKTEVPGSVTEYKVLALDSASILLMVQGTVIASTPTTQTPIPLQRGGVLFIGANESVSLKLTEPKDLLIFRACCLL
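Test system: Human PMI in coupled enzyme assay | Input: 15 ng/mL PMI | Medium: HEPES-buffered pH 7.4 with magnesium and detergent | Compound: One concentration, 20 µM, in 1% DMSO | Incubation: Enzyme reaction with compound 20 min at room temperature | Detection: Diaphorase-driven resazurin-to-resorufin fluorescence, excitation 544, emission 590 nm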
HMGR II inh = E. faecalis class II HMG-CoA reductase inhibition. purified E. faecalis HMGR, NADPH absorbance 340 nm kinetic. inhibition, % at 10 µM. actives 0.41% (n = 190,000);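 active = inhibition above a set limit, the median over all tested compounds plus 3 SD, cut at about 9.5% in these data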;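 note: enzyme runs in reverse so mevalonate oxidation gives rising NADPH absorbance; 0% = complete reaction with DMSO and 100% = background rate lacking mevalonate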
TNAP act hiacc = TNAP (human) activation, high acceptor | 200,000 tested, under 10 active | AID 1136 | P05186 | activation factor at 20 µM | purified TNAP, CDP-star luminescence, 1 M DEA, 30 min; hits give high values; 0 = EDTA background, 1 = DMSO-only activity;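 active = activation factor at least 2 at 20 µM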
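system = human TNAP | amount = enzyme diluted 1/800 final | reagent = 100 µM CDP-star substrate | signal = luminescent substrate turnover signal | dosing = one dose, 20 µM | benchmarks = EDTA negative control, DMSO positive control | measure = activation factor | timing = 30 min reaction, room temperature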
PMI activator = activators of human phosphomannose isomerase. purified human PMI, coupled resazurin fluorescence, 20 min; hits give high values; 1 = vehicle control, 0 substrate-free wells. activation factor at 20 µM. P34949. AID 1214. actives 0.005% (n = 190,000);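 active = activation factor of 2 or more at 20 µM, relative to plate controls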
Diaph inh CS = counter-screen for diaphorase-based assays: diaphorase inhibitors and chemical oxidizers; diaphorase resazurin-to-resorufin fluorescence, NADH, 16 min; bacterial (C. kluyveri) enzyme, not human; AID 1217; inhibition, % at 20 µM; actives 0.69% (n = 190,000);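 active = primary screen inhibition at 20 µM above a set limit, cut at about 50% in these data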;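 note: plate controls were DMSO with full reaction for no effect and wells lacking NADH for full effect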
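Assay system: diaphorase enzyme from Clostridium kluyveri. Quantity: enzyme working solution with 0.14 U/mL diaphorase. Schedule: reaction incubation of 16 min at room temperature. Technique: resorufin fluorescence, excitation 544 nm, emission 590 nm. Controls: No-NADH positive control and DMSO neutral control.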
TNAP inh no acc = inhibitors of human TNAP without phosphate acceptor. purified TNAP, CDP-star luminescence, 30 min. inhibition, % at 20 µM. actives 0.26% (n = 200,000). AID 1012;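 active = tissue-nonspecific alkaline phosphatase inhibition above about 50% at 20 µM in the single-dose screen, limit read from the data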;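 note: 0% = DMSO negative control and 100% = EDTA positive control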
G6PDH CS = counter-screen for G6PDH assay hits: L. mesenteroides G6PDH inhibition; Purified L. mesenteroides G6PDH, diaphorase/resazurin coupled fluorescence, 45 min; inhibition, % at 5 µM; AID 1020; actives 0.12% (n = 200,000); in the data active = inhibition above about 50%
TNAP inh hiacc = TNAP (human) inhibition, high acceptor; inhibition, % at 20 µM; P05186; actives 0.03% (n = 200,000); purified TNAP, CDP-star luminescence, 1 M DEA;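 active = over 50% inhibition of tissue-nonspecific alkaline phosphatase at 20 µM in the single-dose screen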;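 note: plate controls were DMSO wells for no effect and EDTA-quenched wells as full inhibition for full effect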
Diaph act CS = diaphorase activation or chemical reduction counter-screen. Diaphorase/resazurin coupled assay, resorufin fluorescence, 16 min; hits give high values; 1 = vehicle wells, 0 = NADH-free wells. activation factor at 20 µM. actives 0.005% (n = 190,000);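 active = diaphorase activity raised at least twofold by the compound at 20 µM; inactive = activation factor below 2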
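Assay system: Purified diaphorase enzyme from Clostridium kluyveri | Amount: Enzyme 0.07 U/mL final | Dosing: Compound 20 µM once, DMSO 1% | Timing: 16 min reaction at room temperature | Detection: Fluorescence, excitation 544 nm and emission 590 nm | Evaluation: Higher resorufin formation from activation or reduction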
Starred values were filed as active, the others as inactive; x = not tested or not shown.

no.	canonical_smiles	FLuc stim CS	PMI act satM6P	HMGR II inh	TNAP act hiacc	PMI activator	Diaph inh CS	TNAP inh no acc	G6PDH CS	TNAP inh hiacc	Diaph act CS
1	CCOc1ccc(N2C(=O)CSC2c2ccncc2)cc1 (stereo not drawn)	1.1	0.9	-4.9	1	0.9	12.3	-12.8	3.8	-0.7	0.9
2	CC(C)(C)OC(=O)NCCCC[C@H](NC(=O)c1nc[nH]c1C(=O)NCc1ccccc1)C(=O)OC(C)(C)C	1	0.7	-1.3	1	0.7	42.8	-6.4	13.5	0.1	0.6
3	CC(=O)Nc1sc2c(c1C(c1ccccc1Cl)N1CCN(CCO)CC1)CCCC2 (stereo not drawn)	1	1.1	-1.3	1	1	1.0	-3.6	4.1	0.8	1
4	Cc1ccc(NC(=O)CNc2ccc(N3CCOCC3)cc2)cc1S(=O)(=O)N(C)C	1	1	-3.2	1	1	5.9	-8.5	-1.0	-4.7	0.9
5	CCn1c(Cc2c(C)[nH]c3ccccc23)nnc1SCC(=O)NCc1ccco1	1.1	1	-2.6	1	1	10.6	-6.6	-1.2	0.4	0.9
6	O=c1[nH]c2cc3c(cc2cc1CN(CCO)S(=O)(=O)c1ccccc1Cl)OCCO3	1.1	1	-3.5	1	1	15.9	-8.4	-4.7	-4.4	0.8
7	CCCCn1c(Cc2ccccc2)nnc1SCC(=O)N1CCOCC1	1	1.1	-1.4	0.9	1.1	-14.3	-0.6	-5.2	5.1	1.1
8	CC1CCN(C(=S)Nc2ccc3nc4n(c(=O)c3c2)CCCCC4)CC1	1	0.8	-0.7	1	0.8	22.2	-3.6	-10.0	1.3	0.8
9	CCOC(=O)Cc1csc(NS(=O)(=O)c2ccc3c4c(cccc24)C(=O)N3CC)n1	1.1	0.6	0.7	1.1	1.1	30.2	-6.4	13.0	-6.3	0.7
10	O=[N+]([O-])c1cccc(C2=NCCS2)c1	1	0.9	1.1	1	0.9	9.6	-6.0	12.0	-3.9	0.9
11	O=C(CCc1ccccc1)NNc1cc(N2CCCCC2)nc(N2CCCCC2)n1	1	0.5	-3.0	0.9	0.7	17.5	-5.7	7.0	7.6	0.8
12	CCC(C)NCCCCOc1cc(C)cc(C(C)C)c1 (stereo not drawn)	1	1.1	6.5	1	1	-8.9	-6.4	3.1	-4.6	1.1
13	O=S(=O)(N/N=C1\CC(c2ccccc2)Oc2ccccc21)c1ccccc1 (stereo not drawn)	1	0.9	-3.4	0.8	0.8	12.0	-7.7	7.4	21.6	0.9
14	COc1cc(C(=O)NCc2nnc(SCC(=O)Nc3nc4ccccc4s3)o2)cc(OC)c1OC	1	1.1	-7.3	1.1	1.2	0.5	5.7	8.1	-5.2	1
15	O=C(Cn1ncnn1)OCc1ccccc1Cl	1	1	-1.7	1.1	1	7.7	-14.8	5.2	-6.6	0.9
16	CC(C)COC(=O)C(C#N)c1nc2ccccc2nc1N1CCN(Cc2ccc3c(c2)OCO3)CC1 (stereo not drawn)	1	0.8	2.0	0.9	1	16.6	9.0	3.0	5.1	0.8
17	O=C(Nc1cccnc1)c1ccc2c(c1)C(=O)N(Cc1cccnc1)C2=O	1.1	1	3.3	1	1	2.5	-8.7	-1.6	-0.8	1
18	CC(C(=O)NCC1(c2ccccc2)CCOCC1)N1CCOCC1 (stereo not drawn)	1	x	-0.5	1.1	x	x	-7.7	0.5	-5.6	x
19	Cc1ccc(C(=O)OCC(=O)c2c(N)n(C)c(=O)n(C)c2=O)cc1S(=O)(=O)N1CCCCC1	1.1	0.8	-2.4	1.1	0.9	29.7	-9.7	-3.1	-7.6	0.7
20	CC(C)(C)NC(=S)Nc1cccc(C(F)(F)F)c1	1	1	-2.7	1	1	0.8	-5.3	2.6	-3.7	1
21	CCCOc1ccc(-c2nnn(CC(=O)N3CCC(C)CC3)n2)cc1	1	1	-4.7	1.1	0.9	14.5	-3.6	4.7	-6.7	0.9
22	Cc1cccc(N(Cc2ccccc2)C(=O)CCl)c1	1.1	1.1	-3.9	1	1.3	3.4	-8.4	3.6	-4.0	1
23	O=C(Nc1ccc(Cl)c(Cl)c1)OCc1cccnc1	1	0.8	-1.7	1	0.8	16.1	-11.8	1.1	-3.3	0.8
24	COC(=O)Nc1ccc(S(=O)(=O)N(CCO)CC(F)(F)C(F)F)cc1	1	1	-1.8	1	0.9	4.2	-5.7	0.7	0.3	1
25	Cc1[nH]nc(-c2ccc(O)cc2O)c1-c1nc2ccccc2s1	1.1	1	0.6	1	1	17.6	-9.8	5.6	1.8	0.8
26	COc1cc2c(cc1OC)CN(C(=O)CCCOc1ccc(Cl)cc1Cl)CC2	1	1	-1.5	1.1	1.1	-0.3	2.7	6.8	-5.8	1
27	O=C(Nc1cc(C(F)(F)F)ccc1N1CCOCC1)C1Cc2ccccc2CN1C(=O)c1ccco1 (stereo not drawn)	1	1.3	2.8	1	1.3	31.4	-4.6	1.5	1.1	0.7
28	Cc1ccc(C2=NN(S(C)(=O)=O)C(c3ccc4nccnc4c3)C2)cc1 (stereo not drawn)	1	0.9	0.6	1	1.1	11.6	-7.4	-2.5	2.9	0.9
29	CC(C)CCNC(=O)C(c1ccco1)N(CCCO)C(=O)Cn1nnc(-c2ccc(F)cc2)n1 (stereo not drawn)	1.1	1	1.6	1.1	1	13.5	-7.2	10.1	-8.0	0.9
30	CCN1CCN(S(=O)(=O)c2ccc(OC)c(Br)c2)CC1	1.1	0.9	-9.0	1	0.9	12.6	-4.8	10.0	0.0	0.9
31	CCOC(=O)c1c(C)[nH]c(C(=O)N/N=C/c2cccc(OC)c2)c1C	1	0.9	3.3	1	1	6.0	-10.4	-77.4	2.9	0.9
32	CCOC(=O)c1cccc(NS(=O)(=O)c2c(C)[nH]c(=O)[nH]c2=O)c1	1	1.1	-1.7	1	1	10.0	-13.1	4.5	-4.9	0.9
33	CC(C)CC(=O)Nc1ccccc1N1CCCC1	1	1	-3.6	1	1	9.1	-3.7	-2.8	-3.2	0.9
34	C=CCOC(=O)C1=C(C)NC(SCC(=O)Nc2ccc(C)c(Cl)c2)=C(C#N)C1c1ccco1 (stereo not drawn)	1.1	1	-2.4	1.1	1	17.8	-6.5	6.4	-7.8	0.8
35	CC(=O)Nc1ccc(-c2csc(NNC(=O)c3ccccc3)n2)cc1	1	1.1	-0.4	0.9	1.2	0.5	-76.4	21.1	11.4	1
36	COc1cccc(OCc2nc3ncc(Br)cc3[nH]2)c1	1	1	2.0	1	0.9	4.1	-7.6	-2.8	2.9	1
37	Cc1noc(C)c1CSc1ccccc1C(=O)N1CCN(c2ccccc2)CC1	1	0.9	-4.2	1	0.9	18.5	-10.1	2.8	-3.7	0.8
38	CC(C)CNC(=O)COc1ccc(Sc2ccc(OCC(=O)NCC(C)C)cc2)cc1	1.1	1	-1.1	1	1	9.6	-11.9	-9.1	-4.2	0.9
39	CC(C)OCCCNC(=S)N1CCC(C(=O)c2ccc3c(c2)OCCO3)CC1	1.1	1	-4.4	1.1	1	10.1	-9.7	1.5	-6.1	0.9
40	CCCCNS(=O)(=O)c1ccc2nc(-c3cccnc3)cc(C(=O)NC(C)CC)c2c1 (stereo not drawn)	1.1	1.1	-5.3	1	1.1	-7.5	-6.8	10.0	-1.9	1.1
41	COc1ccc(C(=O)CSc2n[nH]c(N)n2)cc1	1	1.2	-7.1	1	1.1	-8.5	-2.1	-0.5	0.7	1.1
42	O=C1C2C3C=CC(C3)C2C(=O)N1CCc1ccccc1 (stereo not drawn)	1	1	-0.6	1	1	1.2	-3.9	20.4	-2.4	1
43	CCc1ccc(N2CC(C(=O)Nc3ccccc3F)CC2=O)cc1 (stereo not drawn)	1.1	0.9	-9.0	1	0.9	7.1	-6.1	-6.6	-1.2	0.9
44	CCCn1cnc2c(N)c(C)c(C)cc21	1	0.8	-1.8	1	0.8	33.6	-15.0	-17.8	-3.8	0.7

Reformatted: results already given.
Value order – FLuc stim CS	PMI act satM6P	HMGR II inh	TNAP act hiacc	PMI activator	Diaph inh CS	TNAP inh no acc	G6PDH CS	TNAP inh hiacc	Diaph act CS
2: CC(C)(C)OC(=O)NCCCC[C@H](NC(=O)c1nc[nH]c1C(=O)NCc1ccccc1)C(=O)OC(C)(C)C
 : 1	0.7	-1.3	1	0.7	42.8	-6.4	13.5	0.1	0.6
34: C=CCOC(=O)C1=C(C)NC(SCC(=O)Nc2ccc(C)c(Cl)c2)=C(C#N)C1c1ccco1 (stereo not drawn)
 : 1.1	1	-2.4	1.1	1	17.8	-6.5	6.4	-7.8	0.8
29: CC(C)CCNC(=O)C(c1ccco1)N(CCCO)C(=O)Cn1nnc(-c2ccc(F)cc2)n1 (stereo not drawn)
 : 1.1	1	1.6	1.1	1	13.5	-7.2	10.1	-8.0	0.9
